# GAA spleen mod: inhibitors or activators of human alpha-glucosidase in spleen homogenate. P10253. human spleen homogenate, 4-MU-alpha-glucoside fluorescence. Potency, µM (doses to about 79.9 µM), inactives show at the highest dose activity change, negative = inhibition, hits mostly inhibitors. 240,000 tested, 0.006% active. AID 2112;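 note: 0% = enzyme with vehicle and -100% = no enzyme basal signal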
#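 Human spleen homogenate (1 ug) with 4-methylumbelliferyl-alpha-D-glucopyranoside (1 mM final) in 50 mM citrate/phosphate pH 5.0, 0.01% Tween-20; 40 min at 37 C. Stopped at pH 10; 4-MU fluorescence Ex 365/Em 440 nm; AC50 by Hill fit.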
# GAA glycogen: inhibitors or activators of human alpha-glucosidase glycogen cleavage; recombinant GAA, glycogen substrate, Amplex Red glucose oxidase fluorescence; Potency, µM (top dose mostly 76.4 µM), for the others: at the top dose activity change, negative = inhibition, usual class: inhibitors; 300,000 tested, 0.38% active; AID 2100;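 note: 0% = full enzyme reaction and -100% = no-enzyme basal signal; the screen sought inhibitors and activators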
#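 qHTS, 1536-well; enzyme 4 nM final; cpd up to 77 uM; substrate bovine liver glycogen 30 ug; 50 mM citrate/phosphate pH 5.0, 0.01% Tween-20; 37 C, 40 min; Amplex Red detection 45 min RT; Hill fit → AC50.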
# TRb-SRC2 inh: TRbeta-SRC2 interaction inhibition; TRbeta-SRC2 peptide binding, fluorescence polarization; receptor liganded with 1 µM T3; Potency, µM (series often up to 106 µM), without a hit: top-dose activity change, negative = inhibition, actives largely listed as inhibitors; 280,000 tested, 0.065% active; AID 1469;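 note: plate controls were bound peptide for no effect and peptide without receptor for full effect; nearly all actives have a fitted effect of over 50% in size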
#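 Each compound concentration gave % activity, normalized to unbound and bound Texas Red SRC2 controls, from polarization read after 5 hr ambient incubation with T3-loaded human TRb LBD.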
# GoLoco inh red: RGS12 GoLoco-Gai1 interaction inhibition; P63096; 230,000 tested, 0.44% active; Potency, µM (doses to about 61.6 µM), without a hit: at the top dose activity, negative = inhibition, most hits filed as inhibitors; Gai1:RGS12 GoLoco peptide FP, rhodamine, 10 min; active = well fitted inhibition curve with a large enough effect, not every such curve was filed as active; inactive = no such curve, though single readings can be large or run the other way; note: nearly all actives have a fitted effect of over 30% in size; many of its hits are not listed in these tables
# Target sequence (P63096 whole entry, looked up): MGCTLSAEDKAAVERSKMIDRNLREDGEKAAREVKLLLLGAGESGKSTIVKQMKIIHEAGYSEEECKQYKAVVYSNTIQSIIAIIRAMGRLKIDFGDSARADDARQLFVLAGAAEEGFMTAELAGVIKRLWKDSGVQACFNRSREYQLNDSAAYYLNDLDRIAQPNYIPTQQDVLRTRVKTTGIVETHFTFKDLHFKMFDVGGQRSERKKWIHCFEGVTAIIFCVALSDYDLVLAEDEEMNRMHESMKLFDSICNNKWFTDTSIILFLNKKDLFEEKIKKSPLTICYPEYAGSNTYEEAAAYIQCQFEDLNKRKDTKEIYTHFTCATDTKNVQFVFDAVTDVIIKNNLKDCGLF
# L3MBTL1 block: L3MBTL1 (human) inhibition | Q9Y468 | AlphaScreen L3MBTL1–H3K9me1 peptide binding | Potency, µM (doses to about 57.1 µM), for inactives: at the top dose activity, negative = inhibition, most hits filed as inhibitors | 230,000 tested, 0.66% active | AID 485360; note: nearly all actives have a fitted effect of over 60% in size
#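 Displacement of a biotinylated histone H3(1-15) peptide monomethylated at Lys9 (75 nM) from L3MBTL1 (50 nM) was measured by AlphaScreen after a 30 min room-temperature compound incubation; cefsulodin titration served as intraplate control.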
# RECQ1 helicase: inhibitors of human RECQ1 DNA helicase. RECQ1 DNA unwinding, red fluorescence kinetic read. Potency, µM (series often up to 57.3 µM), inactives show at the top dose activity, negative = inhibition, actives largely listed as inhibitors. 240,000 tested, 0.54% active. P46063;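 note: plate controls were vehicle for no effect and no enzyme for full effect; nearly all actives have a fitted effect of over 30% in size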
# Target sequence (P46063 whole entry, looked up): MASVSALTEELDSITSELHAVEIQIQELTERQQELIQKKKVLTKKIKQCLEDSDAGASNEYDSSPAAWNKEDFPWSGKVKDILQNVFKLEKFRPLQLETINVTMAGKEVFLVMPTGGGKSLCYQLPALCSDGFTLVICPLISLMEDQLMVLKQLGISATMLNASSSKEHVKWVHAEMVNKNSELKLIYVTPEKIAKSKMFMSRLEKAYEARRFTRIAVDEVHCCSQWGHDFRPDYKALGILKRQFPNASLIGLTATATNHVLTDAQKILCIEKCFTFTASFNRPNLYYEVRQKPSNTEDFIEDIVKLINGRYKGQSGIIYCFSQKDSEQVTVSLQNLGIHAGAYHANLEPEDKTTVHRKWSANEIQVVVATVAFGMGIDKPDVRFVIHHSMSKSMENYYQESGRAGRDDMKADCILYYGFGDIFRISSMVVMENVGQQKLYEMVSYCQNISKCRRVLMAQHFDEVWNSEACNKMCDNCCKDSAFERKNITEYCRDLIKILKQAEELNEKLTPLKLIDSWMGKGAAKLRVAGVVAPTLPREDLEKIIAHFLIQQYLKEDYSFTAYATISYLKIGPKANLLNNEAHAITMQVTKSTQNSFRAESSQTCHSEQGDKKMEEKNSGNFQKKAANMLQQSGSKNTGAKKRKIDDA
#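 50 nM RECQ1T1 preincubated 15 min with compound in Tris pH 8.0 buffer with MgCl2, DTT, Tween-20 and 2.5 ug/ml poly(dI-dC); started with 200 nM TAMRA/BHQ-2 forked duplex and 2 mM ATP. Unwinding read as fluorescence (525/598 nm), two reads 2 h apart.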
# GAA inh: alpha-glucosidase (human) inhibition. P10253. purified human GAA, 4-MU-alpha-glucoside fluorescence. Potency, µM (top dose mostly 76.9 µM), inactives show top-dose activity change, negative = inhibition, hits mostly inhibitors. 200,000 tested, 0.005% active. AID 1466;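 note: plate controls were uninhibited enzyme wells for no effect and no-enzyme background for full effect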
#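 Endpoint fluorogenic read: 20 min room-temperature reaction of 4 nM human alpha-glucosidase with 400 uM 4-methylumbelliferyl-alpha-D-pyranoside, pH 5.0, quenched with 1M NaOH/1M glycine pH 10. AC50 from Hill modeling.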
# TR SRC2 fluor cs: Texas Red fluorescence interference in TRb-SRC2 counter-screen; TRb/SRC2 Texas Red total fluorescence interference; Potency, µM (highest dose often 106 µM), for inactives: at the top dose fluorescence change, negative = quenching; 280,000 tested, 0.29% active; AID 1479; active = well fitted curve in either direction with a large enough effect; inconclusive = small, poorly fitted or top-dose-only effect
#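 Human TRb ligand-binding domain at 0.6 uM with 20 nM Texas Red SRC2 peptide in Tris buffer containing 1 uM T3 and 5% DMSO, incubated with compound 5 h at ambient temperature. Total fluorescence (555/632 nm) calculated as parallel + 2 × perpendicular.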
# Active calls of the source: *; i = inactive; ? = inconclusive; · = no result given; [ ] = another dose, or the depositor's remark. Unless noted, calls come from the whole dose curve; as a rule, active = well fitted curve in the direction sought with a large enough effect; inconclusive = small, poorly fitted or top-dose-only effect, or another doubt; inactive = no such curve, though single readings can be large; an effect the other way counts as inactive or inconclusive. Unless noted, % is set by controls: 0 for no effect and ±100 for the full control effect; potency is the fitted concentration of half-maximal effect. The list is partial; the hit share may differ from the screen's.
entry | compound | GAA spleen mod | GAA glycogen | TRb-SRC2 inh | GoLoco inh red
1 | CC(C)COCC1CC2(CC(C)C(=O)CC2=O)C(=O)O1 (stereo not drawn) | -2% | -3% | 9% | 5%
2 | Cc1cc(C)cc(CC2CC(=O)N(c3nc(C)cc(C)n3)C2=O)c1 (stereo not drawn) | 4% | 2% | 3% | 1%
3 | CCN(CC)CC(O)COc1ccc2c(c1)c(C(C)=O)c(C)n2-c1ccccc1 (stereo not drawn) | -11% | 2% | -3% | 4%
4 | CC(C)(C)OC(=O)NCC(=O)Oc1cc2oc(=O)cc(-c3ccccc3)c2cc1Cl | 8% | 1% | -4% | 1%
5 | COc1ccc(NC2=C(C(C)=O)C(c3ccc4c(c3)OCO4)C(C(C)=O)C(C)(O)C2)cc1 (stereo not drawn) | -5% | ? | -7% | 10%
6 | COc1cc(NCCCCCCCN)c2ncccc2c1 | -5% | 18% | 4% | -37%
7 | O=C(O)CCC(=O)NNC(=O)COc1ccc(Cl)cc1Cl | 6% | 12% | -2% | 6%
8 | O=C(CNC(=O)c1ccc(-c2ccccc2)cc1)OCc1c(Cl)cccc1Cl | -2% | 9% | 10% | 0%
9 | O=C(C1CCN(S(=O)(=O)c2ccc(F)cc2)CC1)N1CCOCC1 | 1% | 7% | -15% | -4%
10 | COc1cccc(-n2c(SCC(=O)Nc3nc4ccccc4s3)nc3ccccc3c2=O)c1 | -4% | -3% | 1% | 5%

entry | L3MBTL1 block | RECQ1 helicase | GAA inh | TR SRC2 fluor cs
1 | 0% | -2% | 8% | 0%
2 | 9% | i | 0% | -1%
3 | -12% | 8% | 5% | -7%
4 | 14% | 0% | -1% | -2%
5 | · | 9% | 6% | 1%
6 | -4% | i | 4% | -7%
7 | 11% | i | 12% | -3%
8 | 10% | i | 0% | 0%
9 | 39% | -5% | 1% | 3%
10 | · | i | · | -1%

# (next part)
entry | compound | GAA spleen mod | GAA glycogen | TRb-SRC2 inh | GoLoco inh red
11 | Cc1ccc(/C=N/NC(=O)CSc2nc3ccccc3c(=O)n2-c2ccccc2C)s1 | -5% | -2% | -4% | 10%
12 | CSC1=C(C#N)C(c2ccc(C)cc2)C2=C(CCCC2=O)N1 (stereo not drawn) | -9% | -5% | -15% | 12%
13 | Cc1cccc(NC(=O)c2cc(NC(=O)C3CCCCC3C(=O)O)ccc2N2CCCCC2)c1 (stereo not drawn) | 1% | -15% | 1% | 4%
14 | CNC(=O)c1ccsc1NC(=O)c1ccc(Cl)s1 | -4% | 10% | 1% | 25%
15 | COc1ccc(NC(=O)CSc2nnnn2C)cc1 | -4% | 3% | 3% | 23%
16 | Cc1cc(O)c(/C=N/Nc2ccc(Cl)cc2)c(=O)o1 | -9% | ? | 0% | 6%
17 | Cc1[nH]c2ccccc2c1C(c1ccccn1)c1c(C)[nH]c2ccccc12 | -6% | -27% | -2% | 9%
18 | CCCOC(=O)c1ccc(NC(=O)c2cc(=O)[nH]c3ccccc23)cc1 | -5% | 3% | 1% | 10%
19 | Cc1ccccc1C(=O)NC1CCN(CC(=O)NCc2ccc(F)cc2)CC1 | 9% | -25% | 7% | -5%
20 | CC(=O)N1CCc2cc(S(=O)(=O)NCCC(=O)NCCc3ccccc3)ccc21 | -10% | 7% | -22% | -11%

entry | L3MBTL1 block | RECQ1 helicase | GAA inh | TR SRC2 fluor cs
11 | -8% | -8% | ? | 2%
12 | 19% | -16% | 0% | 0%
13 | -3% | -2% | -12% | -1%
14 | · | -14% | 1% | 3%
15 | 8% | i | 9% | -7%
16 | -1% | -15% | 1% | 0%
17 | · | -27% | ? | 5%
18 | 7% | -2% | · | -1%
19 | · | i | -5% | -1%
20 | · | -21% | -4% | 1%

# Carrying on.
entry | compound | GAA spleen mod | GAA glycogen | TRb-SRC2 inh | GoLoco inh red
21 | COC(=O)c1ccccc1C(=O)N1CCCC(CCC(=O)NCc2ccc(F)c(F)c2)C1 (stereo not drawn) | 4% | 0% | 2% | 10%
22 | CCN1CCC[C@@H]1CNC(=O)c1cc(S(N)(=O)=O)ccc1OC | 2% | · | -10% | 11%
23 | CCN(CC(=O)Nc1ccc2c(c1)OCCO2)Cc1cc(=O)n2ccsc2n1 | -13% | 12% | -9% | 17%
24 | CCN(CC)C1CCN(C(=O)CCc2nnc(CCCCc3ccccc3)o2)C1 (stereo not drawn) | 5% | -13% | 3% | 11%
25 | CCC(NS(=O)(=O)c1ccc(C)cc1)C(=O)N1CCN(c2ccccn2)CC1 (stereo not drawn) | 0% | -12% | 2% | 8%
26 | Cc1ccnc(NC(=O)c2ccc(Cl)c([N+](=O)[O-])c2)c1 | -27% | 1% | 8% | -1%
27 | Cc1cc(S(=O)(=O)NC2CCCCC2)ccc1OCC(=O)NCC1CCCO1 (stereo not drawn) | -1% | 19% | -2% | -1%
28 | S=c1[nH]nc([C@@H]2C[C@H]2c2ccccc2)n1-c1ccccc1 | -12% | 1% | -8% | 5%
29 | O=c1cc(NCc2ccco2)[nH]c(=O)n1-c1ccc(Br)cc1 | -2% | -3% | -5% | 8%
30 | CCN(CC)S(=O)(=O)c1ccc(NC(=O)CCC2CCCCC2)cc1 | -7% | -16% | 9% | 37%[activator]

entry | L3MBTL1 block | RECQ1 helicase | GAA inh | TR SRC2 fluor cs
21 | -3% | -13% | 7% | -8%
22 | · | i | · | -2%
23 | · | -14% | ? | -1%
24 | 0% | -10% | ? | -2%
25 | 2% | -11% | 1%[15.4 µM] | 1%
26 | · | -1% | -8% | -4%
27 | -4% | -2% | -3% | 1%
28 | -3% | -3% | -3% | -4%
29 | -26% | i | -5% | 0%
30 | · | -2% | ? | 0%

# (continued)
entry | compound | GAA spleen mod | GAA glycogen | TRb-SRC2 inh | GoLoco inh red
31 | O=C(Nc1cccc(S(=O)(=O)N2CCCCC2)c1)c1ccc2c(c1)OCO2 | -6% | 5% | -1%[53 µM] | 5%
32 | CC/C(=N\NC(=S)Nc1ccc(OC)cc1)c1ccc(OC(F)F)cc1 | -9% | -1% | -1% | 1%
33 | CCOc1ccc(NC(=S)NN2C(C)CCCC2C)cc1 (stereo not drawn) | 0% | -14% | -4% | -16%
34 | CCCCN(C)C1=CC2=CC(=C(C#N)C#N)CCC2CC1 (stereo not drawn) | -6% | -13% | -11% | 32%[activator]
35 | O=C(Nc1ccc2oc(=O)ccc2c1)c1ccc(-c2ccc(Cl)cc2)o1 | -6% | -2% | 1% | ·
36 | Cc1ccc(CSc2ncnc3c2cnn3Cc2ccccc2)cc1C | -9% | -2% | -12% | 2%
37 | COc1ccccc1-n1cnnc1SC1CCOC1=O (stereo not drawn) | -1% | -10% | -5% | -8%
38 | CCCOC(=O)/C(=C\c1ccc([N+](=O)[O-])o1)NC(=O)c1ccccc1 | 2% | 3% | 6% | 41%[activator]
39 | O=C1NCCCC1C(=O)N/N=C/c1ccc(Cl)cc1 (stereo not drawn) | 1% | 7% | 2% | 3%
40 | Cc1sc(-n2c(C)cc(/C=C3\SC(=S)NC3=O)c2C)c(C#N)c1C | 2% | -7% | 5% | 96%[activator]

entry | L3MBTL1 block | RECQ1 helicase | GAA inh | TR SRC2 fluor cs
31 | -6% | -1% | -3% | -1%[53 µM]
32 | -15% | 1% | -5% | 1%
33 | 0% | -2% | -1% | 0%
34 | 6% | 14µM* | -2% | 2%
35 | -5% | 2% | 7% | -7%
36 | · | -14% | 2% | -2%
37 | 1% | -5% | 0% | 0%
38 | -17% | -21% | 1% | -3%
39 | 4% | 16% | -7% | -3%
40 | 50%[activator] | 28µM* | 9% | -2%

# The list continues:
entry | compound | GAA spleen mod | GAA glycogen | TRb-SRC2 inh | GoLoco inh red
41 | O=C(O)Cc1cn(Cc2cccc(Cl)c2)c2ccccc12 | -3% | -6% | -4% | 1%
42 | c1ccc2c(CCNc3ncnc4nc[nH]c34)c[nH]c2c1 | 5% | -4% | -4% | -12%
43 | O=C(OCc1cc2ccccc2[nH]c1=O)c1ccncc1 | -1% | 1% | -3% | 5%
44 | COCCNC(=O)C12CC3CC(C1)CC(c1ccccc1)(C3)C2 | -12% | 21% | 1% | 5%
45 | Cc1nnc(-c2cnn(C)c2N)n1Cc1ccc2c(c1)OCO2 | -11% | -22% | 1% | 6%
46 | CN(C)c1ccc(/C=C2\SC(=O)N(CC(O)Cn3c4ccccc4c4ccccc43)C2=O)cc1 (stereo not drawn) | 5% | -7% | 5% | 18%
47 | Cc1ccc(OCCn2cc(C(=O)O)c3ccccc32)cc1 | 12% | -7% | -1% | -4%
48 | CCN(CC)Cc1cc(C(=O)O)c(C)o1 | -2% | 14% | -6% | 24%
49 | CC(C)Cn1nc(NC(=O)c2cccs2)c2cc3ccccc3nc21 | -13% | 4% | 4% | 5%

entry | L3MBTL1 block | RECQ1 helicase | GAA inh | TR SRC2 fluor cs
41 | 2% | i | 2% | 0%
42 | ? | 10% | 4% | -4%
43 | -2% | 4% | 0% | -5%
44 | 11% | i | 6% | -2%
45 | -3% | i | 8% | -5%
46 | -3% | 4% | -7% | 3%
47 | · | 3% | -9% | 0%
48 | 0% | 16% | ? | -1%
49 | 108%[activator] | i | · | -6%

# Numbers 41 through 45, reprinted for reference:
entry | compound | GAA spleen mod | GAA glycogen | TRb-SRC2 inh | GoLoco inh red
41 | O=C(O)Cc1cn(Cc2cccc(Cl)c2)c2ccccc12 | -3% | -6% | -4% | 1%
42 | c1ccc2c(CCNc3ncnc4nc[nH]c34)c[nH]c2c1 | 5% | -4% | -4% | -12%
43 | O=C(OCc1cc2ccccc2[nH]c1=O)c1ccncc1 | -1% | 1% | -3% | 5%
44 | COCCNC(=O)C12CC3CC(C1)CC(c1ccccc1)(C3)C2 | -12% | 21% | 1% | 5%
45 | Cc1nnc(-c2cnn(C)c2N)n1Cc1ccc2c(c1)OCO2 | -11% | -22% | 1% | 6%

entry | L3MBTL1 block | RECQ1 helicase | GAA inh | TR SRC2 fluor cs
41 | 2% | i | 2% | 0%
42 | ? | 10% | 4% | -4%
43 | -2% | 4% | 0% | -5%
44 | 11% | i | 6% | -2%
45 | -3% | i | 8% | -5%

# Screening results from PubChem.
